# Granule exo inh: LAMP-1 surface exposure blockers, TALL-104 cells – cell-based, flow cytometry, MLPCN library, primary screen | TALL-104 LAMP-1 surface exposure; cells stimulated with thapsigargin and PMA | inhibition, % at 10 µM | 0.66% of 360,000 active;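 active = inhibition above about 55%, limit read from the data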
# H9c2 protect: cardioprotection against H2O2-induced cell death, primary screen, uHTS, H9c2 cells, ATPLite luminescence. 0.63% of 360,000 active. protection from H2O2 cell death, % at 20 µM. H9c2 cardiomyocytes, H2O2 injury protection, 2 h. AID 588492, 2011;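 active = compounds giving at least 50% protection of heart cells from peroxide-induced death in the single-dose screen, raw or plate-pattern-corrected value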;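 note: 0% = DMSO wells with peroxide and 100% = DMSO wells without peroxide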
# HTR2A ag: mouse Htr2a agonists via beta-arrestin recruitment, primary screen, cell-based, luminescence; 5-hydroxytryptamine receptor 2A (Mus musculus), P35363; CHO-K1 mHTR2A beta-arrestin complementation; percent of 30 µM serotonin response; activation, % at 7.6 µM; 0.66% of 360,000 active; AID 624169, 2012;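 active = activation above a run cutoff, the mean activation of all tested compounds plus 3 SD, cut at about 14% in these data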;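 note: 0% = plate median of compound wells and 100% = 30 µM serotonin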
# Target sequence (P35363 whole entry, looked up): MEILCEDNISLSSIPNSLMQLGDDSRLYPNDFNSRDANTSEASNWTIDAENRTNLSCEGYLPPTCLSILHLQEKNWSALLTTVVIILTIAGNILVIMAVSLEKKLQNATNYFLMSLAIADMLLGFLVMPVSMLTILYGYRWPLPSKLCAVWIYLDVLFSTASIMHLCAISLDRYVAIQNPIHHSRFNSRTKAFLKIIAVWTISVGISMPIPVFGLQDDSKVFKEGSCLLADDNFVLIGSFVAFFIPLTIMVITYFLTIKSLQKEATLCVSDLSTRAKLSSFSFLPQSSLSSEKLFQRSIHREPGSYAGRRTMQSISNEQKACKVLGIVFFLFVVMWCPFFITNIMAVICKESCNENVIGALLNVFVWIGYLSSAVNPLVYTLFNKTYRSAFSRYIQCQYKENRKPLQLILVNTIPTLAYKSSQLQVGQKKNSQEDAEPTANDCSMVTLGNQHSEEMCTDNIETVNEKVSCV
# N-glyco inh: increase of ERlucT glycosylation luciferase signal, primary screen, N-linked glycosylation inhibitor project, D54 ERlucT cells, luminescence, set 2; D54 ERlucT glycosylation luciferase reporter, 24 h; percent of 100 nM tunicamycin response; reporter increase, % at 12.5 µM; 0.23% of 360,000 active;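 active = mean luciferase reporter signal, scaled so untreated is 0 and the glycosylation-blocking control 100, at or above a set limit in every replicate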;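 note: luciferase carries N-glycosylation sites so blocking glycosylation raises the light; 0% = median of neutral control wells and 100% = median of 100 nM tunicamycin wells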
# ABHD5-PLIN5 inh: ABHD5-PLIN5 interaction inhibitors, primary screen, cell lysate, split luciferase complementation, luminescence; Perilipin-5 (Homo sapiens) + 1-acylglycerol-3-phosphate O-acyltransferase ABHD5 (Homo …; Split G. princeps luciferase complementation, 4 h; inhibition, % at 4 µM; 0.78% of 360,000 active;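 active = inhibition above the mean inhibition across every tested compound plus 3 SD, cut at about 22% in these data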;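 note: 0% = DMSO only wells and the 100% control is not disclosed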
# ABCB6 inh 2: ABCB6 transporter inhibitors, primary screen, K562-ABCB6 cells, flow cytometry, MLPCN library; K562-ABCB6 porphyrin accumulation, 1 h; stronger effect = lower value; fluorescence ratio to DMSO, % at 10 µM; 0.19% of 360,000 active;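 active = fluorescence ratio to DMSO below 75%, the collection mean minus 3 SD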;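 note: signal is porphyrin accumulated inside mitochondria; 100% equals median channel fluorescence of DMSO control wells; lower ratio means ABCB6 inhibition with less porphyrin fluorescence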
# MC4R antag cAMP: MC4R antagonists of cAMP signaling, primary screen, cell-based, TR-FRET, antagonist arm of biased-ligand search. AID 540295, 2011. Melanocortin receptor 4 (Homo sapiens), P32245. 0.48% of 360,000 active. MC4R-expressing cells, MTII-stimulated cAMP, LANCE TR-FRET. inhibition, % at 6.5 µM;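 active = inhibition above its plate's cutoff, the mean of tested wells on that plate plus 3 SD, cut at about 29% in these data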;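 note: 0% = Melanotan II alone and 100% = Melanotan II plus saturating MCL0020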
# Target sequence (P32245 whole entry, looked up): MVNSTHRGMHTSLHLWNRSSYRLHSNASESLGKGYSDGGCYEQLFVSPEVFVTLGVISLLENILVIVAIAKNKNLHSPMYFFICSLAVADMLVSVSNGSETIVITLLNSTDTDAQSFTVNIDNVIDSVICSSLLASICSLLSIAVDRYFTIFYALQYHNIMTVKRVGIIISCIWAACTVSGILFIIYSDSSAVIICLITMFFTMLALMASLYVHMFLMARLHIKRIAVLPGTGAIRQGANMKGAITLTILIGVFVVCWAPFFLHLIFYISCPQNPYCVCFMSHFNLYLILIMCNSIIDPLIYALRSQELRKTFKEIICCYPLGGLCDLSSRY
#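 Assay system: human MC4R-expressing U2OS cells; reagent: Melanotan II stimulation of cells; dosing: 6.5 µM single dose; timing: compound 30 min, challenge 1 h, detection 1 h; signal: TR-FRET cAMP assay; replicates: one well per compound, no replicates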
# aDG glyco up: activators of alpha-DG glycosylation, primary screen, uHTS, Pro5-aDG cells, AlphaScreen | alpha-DG glycosylation AlphaScreen (IIH6); 0% Pro5, 100% B10-LARGE cell signal | activation, % at 10 µM | 0.22% of 360,000 active | AID 624168, 2012;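 active = activation of at least 8% versus controls, or a plate z-score of at least 8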;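 note: Pro5 are CHO cells carrying HIG-tagged alpha-DG that lacks glycosylation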
# hiPSC survival: enhancers of single-cell hiPSC survival, primary screen, ATPlite luminescence; 100% = ROCK inhibitor wells, 0% = DMSO; survival enhancement, % at 20 µM; 0.044% of 360,000 active; in the data active = survival enhancement above about 18%;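 note: cells exposed to compounds for 16 hours before the ATP read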
# MC4R barr agon: MC4R agonists recruiting beta-arrestin, primary screen, cell-based, luminescence, agonist arm of biased-ligand search | AID 540308, 2011 | U2OS MC4R beta-arrestin complementation; percent of melanotan II response, DMSO zero | Melanocortin receptor 4 (Homo sapiens), P32245 | 0.98% of 360,000 active | activation, % at 8.9 µM;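 active = activation above a per-plate cutoff, the mean activation of sample wells on that plate plus 3 SD, cut at about 8% in these data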
# * hit, by the source's call; x = not tested or not shown.
structure,Granule exo inh,H9c2 protect,HTR2A ag,N-glyco inh,ABHD5-PLIN5 inh,ABCB6 inh 2,MC4R antag cAMP,aDG glyco up,hiPSC survival,MC4R barr agon
CCCCN(C(=O)c1cccc(-c2ccc(OC(C)=O)cc2)c1)c1c(N)n(CCC)c(=O)[nH]c1=O,5.2,33.5,0.6,3.4,8.6,104.0,-0.2,-0.1,0.0,1.4
O=C(COC(=O)Cc1ccc(Br)cc1)NCc1ccc2c(c1)OCO2,5.8,0.7,5.2,-0.5,-6.0,93.0,-6.4,-0.2,-0.2,-2.6
CC(=O)NC(Cc1ccccc1)C(=O)Oc1ccc2ccccc2c1 (stereo not drawn),-0.7,-6.2,-4.5,-0.6,10.3,94.0,0.6,0.0,2.4,1.1
CC1Sc2ccc(S(=O)(=O)CCC(=O)N3CCc4ccccc43)cc2NC1=O (stereo not drawn),8.9,-6.0,1.1,0.2,1.2,99.0,6.7,-0.1,-0.2,0.0
Cc1cccc(C(=O)Nc2scc(-c3ccc(Br)cc3)c2C(=O)O)c1,12.1,1.1,9.4,0.3,-12.8,96.0,1.1,0.1,0.2,-1.6
Cc1cnc(=O)[nH]c1SCc1ccc([N+](=O)[O-])cc1,-12.7,1.5,5.5,1.8,2.8,97.0,-0.2,0.0,-0.7,-0.9
CCCc1nn(-c2ccccc2)c2c1C(c1cccs1)C(C#N)=C(N)O2 (stereo not drawn),-2.3,10.1,-1.7,0.4,-6.2,96.0,4.1,-0.2,4.4,-1.3
CN(C)c1ccc(/C=N/NC(=O)C2CC2c2ccccc2)cc1 (stereo not drawn),0.7,-5.9,0.7,-0.4,2.0,98.0,-1.0,-0.5,-0.6,-1.7
CCC(=O)Nc1c(S(=O)(=O)c2ccc(C)cc2)c2nc3ccccc3nc2n1C(C)c1ccccc1 (stereo not drawn),-0.8,-10.8,6.4,-0.4,-1.7,110.0,13.2,0.2,-0.6,0.1
NC(=O)CSc1nc2ccccc2c(=O)n1Cc1ccco1,-0.9,31.5,-0.1,1.7,-1.1,90.0,-0.1,0.1,-0.9,-0.8
CSCCC(C(=O)N(C)CC(=O)Nc1cccc(F)c1)N1C(=O)c2ccccc2C1=O (stereo not drawn),3.3,13.2,9.8,1.4,2.3,97.0,9.2,-0.3,-0.4,-0.1
CCCOc1ccc(NC(=O)CC2C(=O)N(C)C(=S)N2Cc2ccc3c(c2)OCO3)cc1 (stereo not drawn),4.8,-5.6,-3.1,0.6,1.2,93.0,10.1,0.2,0.0,7.4
COc1cc(/C=C2\SC(=S)N(NC(=O)c3cccc(O)c3)C2=O)ccc1O,1.5,7.3,0.5,2.4,-2.9,383.0,0.1,-0.3,-0.2,-3.4
COc1cccc(/C=C/C(=O)OCC(=O)NCC2CCCO2)c1OC (stereo not drawn),4.5,5.3,-0.4,4.6,-0.6,95.0,6.2,-0.1,1.1,-1.7
COC(=O)C1(C)CCc2c(ccc3ccccc23)C1=O (stereo not drawn),3.8,-0.2,-2.6,-1.7,-9.2,97.0,x,0.1,-1.2,x
CCN(CC)CCNC(=O)c1ccc(NC(=O)c2ccc3c(c2)CCC3)cc1,8.4,0.2,-4.7,-8.5,-7.8,93.0,17.8,0.9,0.2,0.8
Cc1ccc(C)c(NC(=O)c2cnccn2)c1,-2.0,-3.9,-0.5,0.4,-1.9,101.0,0.9,-0.1,-0.8,-0.6
Cc1ccccc1N=C1NC(=O)CS1,-4.8,8.7,2.5,0.3,4.4,90.0,11.2,0.1,2.0,-1.4
CCCCc1nc(SCC(=O)Nc2nnc(CCCC)s2)n[nH]1,-1.7,-1.5,-1.7,-1.3,-4.4,98.0,4.2,0.0,1.4,-2.4
COc1ccc(N(CC(=O)Nc2ccc3c(c2)OCO3)S(=O)(=O)c2ccc(C)cc2)cc1OC,8.5,-2.5,-5.1,-3.6,5.8,93.0,2.0,0.0,-1.3,-3.3
FC(F)(F)c1cc(-c2cccs2)n[nH]1,-1.0,1.1,-4.1,-0.1,-1.5,94.0,-3.0,-0.3,-1.3,2.5
CCOc1cc(C(=S)N2CCOCC2)ccc1OS(=O)(=O)c1ccc(OC)cc1,-1.5,-5.4,-4.8,-2.6,-8.8,97.0,5.7,0.1,0.0,-2.9
COc1cc(NC(=O)c2ccc(-c3c(C)noc3C)c3ccoc23)cc(OC)c1OC,-0.2,2.9,-8.1,32.9*,-0.8,97.0,-1.6,-0.2,0.6,1.1
CSCCC(NC(N)=O)C(=O)N(C)CC(=O)Nc1ccc(C)cc1 (stereo not drawn),0.9,1.7,3.0,-0.9,1.5,85.0,4.7,0.3,1.3,-0.4
CS(=O)(=O)c1nc(S(=O)(=O)c2ccc(Cl)cc2)c(NCCCn2ccnc2)s1,1.4,-0.9,0.3,0.5,21.9,100.0,-5.5,0.0,0.1,0.6
Fc1cccc(Cl)c1CSc1nnc2ccccn12,0.7,5.6,-1.3,0.1,1.1,101.0,8.0,-0.2,1.3,-1.5
CC(NC(=O)[C@H](Cc1c[nH]c2ccccc12)NC(=O)[C@@H]1Cc2ccccc2CN1)c1ccccc1 (stereo partly drawn),-2.8,-2.0,-9.6,-3.9,1.9,101.0,15.0,-0.1,-1.3,-0.8
O=C(CCC1N=C2c3ccccc3N=C(SCc3ccccc3Cl)N2C1=O)NCc1ccco1 (stereo not drawn),-0.1,15.3,-3.6,-1.7,4.0,101.0,2.3,-0.1,4.3,-3.3
Cc1nn(Cc2ccccc2Cl)c2sc(C(=O)Nc3ccccc3N3CCOCC3)cc12,-2.2,11.0,3.0,-5.8,6.4,95.0,-29.8,-0.6,-0.6,2.6
COc1ccc(NC(=S)N(CCCN2CCOCC2)Cc2ccccn2)cc1,9.6,5.4,-6.6,0.9,-5.0,102.0,4.6,0.0,-0.5,-1.4
O=C(O)c1cccc(NC(=O)c2ccc3c(c2)C(=O)N(Cc2ccco2)C3=O)c1,-7.5,8.3,-1.1,1.0,3.0,158.0,1.5,-0.4,3.0,-0.8
CC(C)(C)c1nc(SCC(=O)N2CC(=O)Nc3ccccc32)c2ccccc2n1,2.4,0.3,-1.6,-2.7,0.1,98.0,11.1,0.7,0.1,-1.8
Cc1nn(Cc2cccc(C(=O)N3CCCC(C)C3)c2)c(C)c1[N+](=O)[O-] (stereo not drawn),-2.6,-7.8,0.6,-0.2,2.9,93.0,6.3,0.1,-0.9,-2.5
O=C(Nc1ccccc1C(F)(F)F)c1ccccc1Br,-3.3,-0.5,4.7,2.9,2.8,97.0,14.5,-0.3,-0.3,-1.8
O=S(=O)(NC1CCCC1)c1ccc(S(=O)(=O)N2CCN(c3ccccc3)CC2)cc1,0.1,-5.6,-0.1,-1.4,-3.5,99.0,8.7,0.0,10.6,-0.6
COC(=O)/C(=C1\Oc2ccc(C(C)(C)C)cc2S1)C(F)(F)F,-7.7,-11.2,0.4,-7.0,-0.7,103.0,13.2,0.1,-1.6,-0.7
CC(O)CSc1nc2c(c(=O)[nH]c(=O)n2C)n1Cc1ccccc1Cl (stereo not drawn),-2.7,5.3,0.2,4.2,-2.7,115.0,1.7,0.0,0.1,-1.9
Cc1ccc(C(=O)Nc2ccc(NC(=O)c3ccco3)c(C)c2)cc1,-3.2,-12.6,0.0,-2.0,-1.6,92.0,-2.6,0.1,-0.5,-0.2
CCOC(=O)C(NC(C)=O)(Nc1ccc(S(N)(=O)=O)cc1)C(F)(F)F (stereo not drawn),1.4,7.2,1.0,3.4,5.9,93.0,1.2,-0.1,2.0,-1.2
CC(C)Cn1cnc2c1c(=O)n(CC(=O)O)c(=O)n2Cc1ccccc1,-13.8,6.3,-0.3,1.1,1.4,99.0,9.5,-0.1,-0.2,0.0
Cc1c(O)ccc2c(CC(=O)N[C@@H](Cc3ccc(O)cc3)C(=O)O)cc(=O)oc12,4.8,21.0,-0.2,0.3,-1.6,99.0,-3.2,0.1,-0.6,-0.8
Nc1ccccc1SCC(=O)Nc1ccc2c(c1)OCCO2,-8.6,-0.6,5.5,-1.2,-2.5,100.0,22.8,-0.1,-0.3,0.4
OC(CNC1CCCc2ccccc21)COc1c(Cl)cccc1Cl (stereo not drawn),-2.4,-8.8,-4.3,-0.2,8.9,99.0,2.1,0.9,-1.1,-0.9
Cc1c(C(=O)NC(=S)N(Cc2ccccc2)c2ccccn2)cccc1[N+](=O)[O-],-3.7,8.9,-9.5,1.5,10.0,103.0,13.5,-0.2,-0.4,4.0
Cc1ccc(NC(=O)CN2C(=O)S/C(=C/c3ccc(O)c([N+](=O)[O-])c3)C2=O)cc1C,2.3,-17.7,-6.4,1.1,4.2,96.0,11.1,0.5,-1.3,-3.2
O=C(Nc1ccc2c(c1)OCCO2)c1cnc2n(c1=O)CCS2,3.0,-12.1,1.6,-0.1,-4.4,99.0,0.2,-0.1,0.8,-1.4
N#C/C(=C/c1ccc([N+](=O)[O-])cc1)C(N)=O,0.3,6.5,7.8,4.6,-1.9,100.0,-4.4,-0.1,0.3,-1.1
Nc1nc2c(ncn2C2C[C@H](O)[C@@H](CO)O2)c(=O)[nH]1 (stereo partly drawn),-3.8,-9.2,4.5,7.3,-1.4,88.0,0.7,-0.1,-1.1,0.9
CCOC(=O)c1nc(Nc2ccc(C(=O)OC)cc2)c2ccccc2n1,-8.0,50.6*,-0.6,3.7,-2.6,104.0,9.6,-0.1,8.1,-1.3
COc1cc2c(cc1OC)C(COc1ccc(F)cc1)NCC2 (stereo not drawn),31.1,-2.9,-10.9,0.0,2.5,111.0,-1.8,0.7,-0.4,0.8
CC(=O)c1ccc(S(=O)(=O)N2CCN(C(=O)CCC3CCCC3)CC2)cc1,-7.1,-4.0,-1.5,1.2,2.3,93.0,-2.0,0.3,-0.3,0.1

# Screening data: PubChem, several laboratories
